12-LOX inh: Primary qHTS assay for inhibitors of human arachidonate 12S-lipoxygenase (ALOX12): Round 2 | Polyunsaturated fatty acid lipoxygenase ALOX12 (Homo sapiens), P18054 | purified 12hLO, xylenol orange hydroperoxide absorbance | Potency, µM (series often up to 108 µM), without a hit: at the highest dose activity change, negative = inhibition, actives largely listed as inhibitors | 1.1% of 580,000 active; further: potency means the concentration at half of the fitted maximal effect; on the % scale 0 is the no-effect control and ±100 the full control effect
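Hydroperoxide product was detected by ferrous iron/xylenol orange as the 573 to 405 nm absorbance ratio. Arachidonic acid at 40 uM (final) was turned over for 30 min at room temperature by 150 nM human 12hLO, pH 7.0 Hepes buffer, after 15 min compound preincubation.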
Apoferritin bind: qHTS Assay for Identification of Novel General Anesthetics | Ferritin light chain (Equus caballus), P02791 | apoferritin/1-aminoanthracene competitive binding, fluorescence | Potency, µM (doses to about 77.5 µM), for the others: at the highest dose activity change, negative = displacement, hits mostly inhibitors | 0.074% of 350,000 active; further: potency means the concentration at half of the fitted maximal effect; on the % scale 0 is the no-effect control and ±100 the full control effect; nearly all actives have a fitted effect of over 20% in size
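Horse-spleen apoferritin (10 uM) in 50% saturated 1-aminoanthracene in PBS was incubated 10 min at room temperature with compound. Fluorescence (ex 380, em 535 nm) was normalized to free and bound 1-AMA, with concentration-response fitted by a four-parameter Hill equation.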
APEX1 inh: qHTS Assay for Inhibitors of the Human Apurinic/apyrimidinic Endonuclease 1 (APE1); DNA repair nuclease/redox regulator APEX1 (Homo sapiens), P27695; recombinant APE1, TAMRA/BHQ-2 abasic DNA cleavage fluorescence; Potency, µM (highest dose often 65.8 µM), inactives show at the highest dose activity change, negative = inhibition, actives largely listed as inhibitors; 0.35% of 350,000 active; AID 2517, 2012;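 further: potency means the concentration at half of the fitted maximal effect; plate controls were vehicle for no effect and reference inhibitor for full effect; nearly all actives have a fitted effect of over 55% in size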
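Kinetic fluorescence read (525 ex/598 em nm, three reads 60 s apart) of AP-site incision; signal = third minus first read. Enzyme 0.75 nM, dual-labelled THF duplex 50 nM, compound preincubation 15 min RT.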
POLB inh: qHTS Assay for Inhibitors of DNA Polymerase Beta; AID 485314, 2010; Potency, µM (highest dose often 114 µM), for the others: top-dose activity change, negative = inhibition, most hits filed as inhibitors; Pol beta primer extension/strand displacement, fluorescence kinetic; P06746; 1.3% of 340,000 active; further: potency means the concentration at half of the fitted maximal effect; on the % scale 0 is the no-effect control and ±100 the full control effect
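Enzyme-only controls used 10 nM Pol beta; buffer lacking enzyme served as negative control. Compound preincubated 15 min, then 50 nM substrate added; 0 and 10 min reads at room temperature.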
Pol kappa inh: qHTS for Inhibitors of Polymerase Kappa | DNA polymerase kappa (Homo sapiens), Q9UBT6 | purified Pol kappa, fluorescent DNA synthesis assay, 10 min | Potency, µM (series often up to 107 µM), inactives show top-dose activity, negative = inhibition, most hits filed as inhibitors | 0.53% of 400,000 active; further: potency means the concentration at half of the fitted maximal effect; on the % scale 0 is the no-effect control and ±100 the full control effect
Target sequence (Q9UBT6 whole entry, looked up): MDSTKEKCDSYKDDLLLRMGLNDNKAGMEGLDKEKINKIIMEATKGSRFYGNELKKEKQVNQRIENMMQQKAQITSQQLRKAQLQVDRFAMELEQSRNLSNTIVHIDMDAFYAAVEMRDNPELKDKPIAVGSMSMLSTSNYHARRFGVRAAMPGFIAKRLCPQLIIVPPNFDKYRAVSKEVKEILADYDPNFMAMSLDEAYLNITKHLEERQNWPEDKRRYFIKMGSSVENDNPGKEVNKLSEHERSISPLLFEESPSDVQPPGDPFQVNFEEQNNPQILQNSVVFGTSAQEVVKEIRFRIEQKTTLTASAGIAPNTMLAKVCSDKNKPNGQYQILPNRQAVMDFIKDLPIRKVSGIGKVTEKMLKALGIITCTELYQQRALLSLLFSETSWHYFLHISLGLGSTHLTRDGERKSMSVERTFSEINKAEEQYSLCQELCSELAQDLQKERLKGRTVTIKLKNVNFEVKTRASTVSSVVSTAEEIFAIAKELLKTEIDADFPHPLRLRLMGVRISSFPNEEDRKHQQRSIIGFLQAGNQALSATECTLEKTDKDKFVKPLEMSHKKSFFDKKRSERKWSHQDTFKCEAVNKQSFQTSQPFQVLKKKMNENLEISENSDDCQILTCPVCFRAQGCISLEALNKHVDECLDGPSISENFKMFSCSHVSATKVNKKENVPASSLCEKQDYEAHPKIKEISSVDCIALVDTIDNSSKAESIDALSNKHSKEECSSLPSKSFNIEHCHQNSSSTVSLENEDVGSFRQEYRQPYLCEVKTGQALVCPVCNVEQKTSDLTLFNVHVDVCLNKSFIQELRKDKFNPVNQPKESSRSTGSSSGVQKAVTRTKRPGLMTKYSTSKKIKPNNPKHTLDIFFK
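Kinetic fluorescence readout at 0 and 10 min followed reaction start with substrate at 50 nM final. Beforehand, enzyme (10 nM Pol kappa) stood 15 min with compound at room temperature; buffer-only wells were negative controls.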
Pol eta inh: qHTS for Inhibitors of Polymerase Eta; recombinant Pol eta, fluorescent DNA replication assay; Potency, µM (titrated, usually from 114 µM), without a hit: top-dose activity change, negative = inhibition, hits mostly inhibitors; 1.2% of 390,000 active; AID 588591, 2011; further: potency means the concentration at half of the fitted maximal effect; on the % scale 0 is the no-effect control and ±100 the full control effect
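Pol eta at 10 nM preincubated with compounds 15 min at room temperature; reaction started with fluorescent substrate (50 nM final) and read kinetically at 0 and 10 min.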
ERG-DNA inh: qHTS for Small Molecule Inhibitors of the ERG Ets/DNA interaction | fluorescence polarization, His-ERG Ets domain / labelled DNA | Potency, µM (highest dose often 76.9 µM), without a hit: at the highest dose FP activity, negative = inhibition, hits mostly inhibitors | 0.028% of 370,000 active | AID 624246, 2012; active means well fitted inhibition curve with a large enough effect in the polarisation, with a control signal flat; inconclusive means small, poorly fitted or top-dose-only effect, or effect the other way, or a change in a side signal; inactive means no such curve, though single readings can be large or run the other way; the % refers to the polarisation;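 further: polarization taken with two DNA probes labelled with fluorescein and Texas red; potency means the concentration at half of the fitted maximal effect; % of control where 0% means no effect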
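His-tagged ERG Ets domain (1 uM in the protein solution; 300mM KCl, 50mM Tris-HCl, 1mM EDTA, 1mM DTT, pH 7.5) received compound, then a probe mix of 5 nM fluorescein-DNA and 100nM Texas-615-DNA. Fluorescence polarization was read for both dyes.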
RGS4 inh: Inhibitors of Regulator of G Protein Signaling (RGS) 4: qHTS; Potency, µM (doses to about 114 µM), inactives show at the highest dose activity change, negative = inhibition, hits mostly inhibitors; 0.039% of 390,000 active; Transcreener GDP fluorescence polarization, RGS4-accelerated GTP hydrolysis; Regulator of G-protein signaling 4 (Homo sapiens), P49798; further: potency means the concentration at half of the fitted maximal effect; on the % scale 0 is the no-effect control and ±100 the full control effect; nearly all actives have a fitted effect of over 75% in size; some results filed as inactive show a strong effect at the top dose
Target sequence (P49798 whole entry, looked up): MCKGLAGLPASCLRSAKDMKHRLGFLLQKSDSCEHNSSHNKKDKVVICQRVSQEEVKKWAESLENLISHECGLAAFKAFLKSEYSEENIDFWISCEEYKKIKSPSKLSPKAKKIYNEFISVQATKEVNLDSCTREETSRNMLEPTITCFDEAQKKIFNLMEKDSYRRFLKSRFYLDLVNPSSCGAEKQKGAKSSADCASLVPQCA
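MLSMR compounds (23 nl, pin-transferred) preincubated 10 min at room temperature with a 500nM (2x) first reagent, then RGS4 at 900nM (2x) plus Transcreener GDP mix added; fluorescence polarization (620/688 nm) read before and after 90 min at 30 °C.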
LDHA inh: qHTS assay for inhibitors of human lactate dehydrogenase. L-lactate dehydrogenase A chain (Homo sapiens), P00338. purified LDHA, NADH/diaphorase-resazurin fluorescence; active compounds read low. activity change, % (values are at about 110 or 230 µM). 0.15% of 480,000 active. AID 1347041, 2019; in the data active means activity change below about -30%; inconclusive means mostly about -25% to -30%;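 further: plate controls were DMSO wells for no effect and wells without enzyme for full effect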
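Enzyme activity of human lactate dehydrogenase 5 (2 nM; 0.06 mM NADH, 0.2 mM pyruvate, 5 min, RT) is measured via a resazurin/diaphorase fluorescence readout of residual NADH.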
Active calls of the source: *; ? = inconclusive; nt = no result given; [ ] = remark or other dose. Unless noted, the call rests on the fitted dose curve; in most records, active means well fitted curve in the direction sought with a large enough effect; inconclusive means small, poorly fitted or top-dose-only effect, or another doubt; inactive means no such curve, though single readings can be large; an effect the other way counts as inactive or inconclusive. An excerpt (hit frequency here may not be typical).

molecule	ERG-DNA inh	Pol kappa inh	LDHA inh	Apoferritin bind	RGS4 inh	Pol eta inh	POLB inh	APEX1 inh	12-LOX inh
COc1ccc(CNc2nc(-c3ccc(OC)cc3)cc(C(F)(F)F)n2)cc1	1%	-9%	-3	-6%	25%	-21%	3%	nt	-19%
Cc1c(/C=N\NC(=O)C2(C)CC2(Cl)Cl)cnn1C (centres undefined)	-26%	0%	-3	-2%	-7%	-7%	13%	2%	0%
O=C(CN1CCN(c2ccc(O)cc2)CC1)Nc1cc(S(=O)(=O)N2CCOCC2)ccc1Cl	-6%	-38%	24	1%	-33%	?	?	?	?
Cc1cccc(-c2n[nH]c(=S)n2-c2ccccc2)c1[N+](=O)[O-]	-4%	-2%	-3	-2%	-18%	-19%	-9%	-1%	?
O=C(N/N=C/c1ccc(Sc2ccccn2)o1)c1cc2ccccc2cc1O	-5%	28µM*	-4	-9%	-50%	18µM*	18µM*	-3%	?
CCOC(=O)c1c(NC(=O)c2cc(=O)c3c(C)cc(C)cc3o2)sc(C(C)=O)c1C	7%	-3%	2	-3%	1%	-7%	-1%	nt	-14%
COc1ccc(CCNC(=O)COC(=O)c2ccco2)cc1OC	-2%	-18%	-1	-5%	19%	-18%	6%	3%	-24%
COCC(C)n1c(SCC(=O)Nc2sccc2C(N)=O)nc2ccccc2c1=O (centres undefined)	-6%	-1%	-3	nt	15%	-19%	nt	-13%	?
NC(=O)C1=C[C@H](c2coc3ccccc3c2=O)C[C@H](OCCCCO)O1	20%	-3%	1	-2%	7%	7%	?	?	-16%
COC(=O)C1CCN(C(=O)CSc2ccccc2)CC1	3%	-9%	-1	-10%	-11%	-11%	5%	3%	12%
O=C1c2ccccc2C(=O)N1Nc1ccccc1	5%	-1%	-9	?	28%	1%	38%	0%	0%
COc1ccccc1N1CCN(C(=O)c2cnn(-c3ccc(F)cc3F)c2C2CCNCC2)CC1	1%	-2%	-7	?	3%	-9%	-27%	nt	?
Cc1cccc(NC(=O)C(=O)N/N=C/c2ccncc2)c1	8%	-15%	-2	-6%	12%	10%	5%	8%	-5%
COc1ccc(NC(=O)Nc2cc(C(=O)O)ccc2N2CC3CC(C2)c2cccc(=O)n2C3)c(OC)c1 (centres undefined)	-1%	-8%	0	-3%	15%	-2%	2%	72%[activator]	-4%
Cc1cc(C(=O)N/N=C2\CC(=O)c3ccccc32)c(C)n1-c1ccccc1	-5%	-32%	0	?	4%	-4%	0%	-5%	-1%
CCOc1nc(Nc2ccc([N+](=O)[O-])cc2)nc(NC(C)(C)C)n1	7%	-6%	1	-9%	-12%	?	-8%	0%	6%
Cc1nn(C)c(C)c1CN(C)S(=O)(=O)c1ccc2ccccc2c1	-2%	0%	-7	5%	29%	4%	0%	-30%	-1%
COc1ccc(NC(=O)CCc2ccccc2)cc1NC(=O)c1ccco1	-14%	-2%	-1	-14%	3%	3%	19%	10%	12%
CNS(=O)(=O)c1cccc(C(=O)OCC(=O)NC(C)CCc2ccccc2)c1 (centres undefined)	6%	5%	-3	-10%	-6%	-18%	?	28%	10%
O=C(NCCc1ccccc1F)C1CCC(=O)N(Cc2ccccc2F)C1 (centres undefined)	6%	0%	-2	-9%	-65%[56.9 µM]	5%	11%	12%	-5%
COc1ccccc1N=c1scc(-c2ccc3c(c2)NC(=O)CO3)n1CC1CCCO1 (centres undefined)	7%	-11%	2	?	-28%	-15%	-17%	-1%	284%[activator]
CSc1nnc(-c2ccc([N+](=O)[O-])cc2)o1	9%	6%	-5	-6%	-45%	-12%	-1%	-4%	-2%
COc1cc(OC)cc(C(=O)NC(c2ccccc2)c2ccccc2)c1	10%	-1%	-3	-7%	6%	-4%	-1%	-2%	2%
CCOc1ccc(-c2nnc(SCC(=O)NCCc3ccccc3)nc2-c2ccc(OCC)c(OC)c2)cc1OC	4%	1%[60.1 µM]	2	?	-31%	-18%	9%	nt	-17%
Cc1ccc(S(=O)(=O)NCC(=O)N(CC(=O)NCC2CCCO2)Cc2ccco2)cc1 (centres undefined)	-3%	-8%	0	?	4%	-12%	13µM*	?	12%

Additional results:
molecule	ERG-DNA inh	Pol kappa inh	LDHA inh	Apoferritin bind	RGS4 inh	Pol eta inh	POLB inh	APEX1 inh	12-LOX inh
O=C(CN1CCCc2ccccc21)NCCc1ccc(F)cc1	8%	-15%	4	-15%	-21%	-7%	-20%	-9%	7%
Cc1ccc(N(C(=O)CNC(=O)c2ccco2)C(C(=O)NC2CCCCC2)c2ccncc2)cc1F (centres undefined)	8%	5%	4	-7%	11%	-12%	3%	26%[12.4 µM]	-11%
COc1ccc(S(=O)(=O)N2CCCCCC2)cc1C(=O)N(CC(C)C)C1CCS(=O)(=O)C1 (centres undefined)	-5%	0%	-7	nt	7%	-10%	nt	-9%	1%
O=C(COc1c(F)c(F)cc(F)c1F)NC(=O)NC1CCCC1	-3%	-7%	-10	?	6%	1%	29%	-4%	12%
COCCCNC(=S)Nc1c(C)cc(C)cc1C	-2%	0%	-16	1%	1%	-16%	6%	-1%	70%
Cc1ccccc1C(=O)Nc1cc(C(F)(F)F)ccc1-n1cncn1	0%	-15%	-2	nt	1%	1%	nt	-14%	-24%
CC(Sc1cnc2ccccc2n1)C(=O)O (centres undefined)	-14%	3%	-4	-14%	6%	6%	-2%	1%	-7%
Cn1nc(C(=O)N2CCN(c3ccc(Cl)cc3)CC2)c2c1-c1ccccc1SC2	-2%	8%	-6	1%	-5%	-9%	4%	nt	-23%
COc1ccc(-c2csc3nc(C)nc(N4CCC(C)CC4)c23)cc1OC	-10%	-3%	-2	-15%	-26%	-15%	-4%	-1%	0%
O=C(NCc1cccnc1)c1cc2ccccc2oc1=O	-4%	-3%	4	-10%	-42%	-6%	0%	5%	8%
CC(C(=O)N1CCOCC1)c1ccccc1 (centres undefined)	7%	17%	0	nt	-1%	-14%	nt	54%[activator]	-22%
Cc1ccc(SCCC(=O)OCC(=O)Nc2ncc(Cl)cc2Cl)cc1	-7%	-36%	-8	?	-20%	?	?	-2%	?
Cc1cc(C)c(NC(=O)C2c3ccccc3Oc3ccccc32)c(C)c1	-2%	-13%	-8	-3%	10%	-21%	2%	0%	-13%
Cc1ccc2[nH]cc(C(=O)CN3CCN(c4ccccc4F)CC3)c2c1	2%	-4%	1	-13%	2%	-17%	32%	3%	-7%
c1ccc2sc(Sc3ncnc4sccc34)nc2c1	-8%	3%	-6	-10%	-18%	-11%	-3%	0%	-8%
COc1ccc(CCNC(=O)c2cc(CC(C)C)on2)cc1OC	2%	10%	0	-11%	-15%	-8%	6%	-2%	-3%
COc1ccc(N(CC(=O)Nc2cc(C)ccc2C)S(=O)(=O)c2ccccc2[N+](=O)[O-])c(OC)c1	0%	-17%	-3	-18%	?	-9%	4%	-7%	?
O=C(CSc1nc2[nH]c(=O)cc(O)c2s1)Nc1ccc(Br)cc1	-4%	-3%	3	nt	-21%	-24%	nt	24%	7%
CCN(CC)CCNC(=O)CCc1c(C)nc2c(c(C)nn2-c2ccc(C)cc2)c1C	-17%	21%	0	-16%	-28%	-16%	5%	-16%	0%
N#Cc1c(N2CCCC2)nsc1-c1ccccc1	15%	-9%	-2	2%	13%	2%	-2%	36%	nt
O=C(COC(=O)/C=C/c1cccc([N+](=O)[O-])c1)Nc1cccnc1Cl	1%	-1%	-2	nt	6%	-19%	nt	18%	-20%
O=C(Nc1nnc(C2=COCCO2)o1)c1ccc(Br)cc1	nt	nt	nt	-8%	nt	nt	-1%	-16%	?
COc1cc(S(=O)(=O)Nc2cccc(C)c2)ccc1NC(=O)c1ccncc1	2%	-10%	-1	1%	-18%	-16%	22%	11%	21%
CCOC(=O)C1=NNC(=O)C1	-11%	-3%	0	nt	-7%	-22%	nt	nt	-21%
Cc1ccc(NC(=O)N2CCN3CCCCC3C2)cc1F (centres undefined)	-4%	3%	-8	-12%	-6%	-7%	13%	nt	-3%
CCn1c(O)c(/C=C2\C=NN=C2c2ccc(C)cc2)sc1=S	29%	-14%	-1	-9%	?	-21%	44%	-2%	?
O=C(CN1CCCCCC1)N/N=C/c1ccc(Cl)c(Cl)c1	2%	-3%	-8	0%	-20%	-13%	0%	-2%	-23%

Two compounds drawn at random from those above, as already listed:
molecule	ERG-DNA inh	Pol kappa inh	LDHA inh	Apoferritin bind	RGS4 inh	Pol eta inh	POLB inh	APEX1 inh	12-LOX inh
COc1ccc(NC(=O)CCc2ccccc2)cc1NC(=O)c1ccco1	-14%	-2%	-1	-14%	3%	3%	19%	10%	12%
Cc1cccc(-c2n[nH]c(=S)n2-c2ccccc2)c1[N+](=O)[O-]	-4%	-2%	-3	-2%	-18%	-19%	-9%	-1%	?

Screening results (PubChem)
